LAP4 TOR yeast: yeast TOR pathway LAP4-GFP modulation; 320,000 tested, 0.34% active; GFP response vs DMSO, % at 10 µM; AID 2023; S. cerevisiae LAP4-GFP multiplex, flow cytometry GFP, 3 h; median GFP as percent of DMSO wells;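 active means GFP response vs DMSO above a set limit, about the screen mean plus 3 SD, cut at about 150% in these data; inconclusive means under 70 cell events counted for the yeast strain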
Efflux pump inh: inhibitors of Candida antifungal efflux pumps expressed in yeast | S. cerevisiae Candida pump triplex, Nile Red efflux | 330,000 tested, 0.44% active | inhibition, % at 10 µM;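 active means plate passing quality check with inhibition over a set limit, or well fluorescence over plate mean plus 4 SD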;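 further: Nile Red retained in pooled yeast measured as flow cytometry median fluorescence; 0% = buffer negative control and 100% = Enniatin B positive control; higher means more Nile Red kept so more efflux inhibition; some compounds called inactive have numbers as strong as hits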
MEP2 TOR yeast: modulators of TOR pathway MEP2-GFP in S. cerevisiae | S. cerevisiae MEP2-GFP strain, flow cytometry GFP, 3 h; 100% = DMSO control level | 330,000 tested, 0.51% active | AID 2016 | GFP response vs DMSO, % at 10 µM;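 active means GFP response versus DMSO above a set limit, roughly screen mean plus 3 SD, cut at about 180% in these data; inconclusive means fewer than 70 cells counted for a yeast strain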;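 further: median GFP fluorescence of the barcode-gated MEP2-GFP cells per well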
RPL19A-GFP yeast: alters RPL19A-GFP fluorescence in TOR pathway yeast screen. S. cerevisiae RPL19A-GFP strain, flow cytometry, 3 h; stronger effect = lower value. percent response vs DMSO, % at 10 µM. 330,000 tested, 0.3% active. AID 2025;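 active means percent response vs DMSO below 50%; inconclusive means fewer than 70 events counted for the yeast strain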;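 further: median channel GFP fluorescence of the barcoded RPL19A-GFP strain; ratio of sample median GFP to plate DMSO average so 100% = DMSO; lower means less RPL19A-GFP as with rapamycin TOR inhibition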
AHR act: human AHR activation; AHR-responsive luciferase reporter cells, luminescence; activation, % at 5 µM; 320,000 tested, 2.5% active; AID 2796; in the data active means activation above about 47%;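 further: 0% = vehicle wells and 100% = reference agonist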
Target sequence (P35869 whole entry, looked up): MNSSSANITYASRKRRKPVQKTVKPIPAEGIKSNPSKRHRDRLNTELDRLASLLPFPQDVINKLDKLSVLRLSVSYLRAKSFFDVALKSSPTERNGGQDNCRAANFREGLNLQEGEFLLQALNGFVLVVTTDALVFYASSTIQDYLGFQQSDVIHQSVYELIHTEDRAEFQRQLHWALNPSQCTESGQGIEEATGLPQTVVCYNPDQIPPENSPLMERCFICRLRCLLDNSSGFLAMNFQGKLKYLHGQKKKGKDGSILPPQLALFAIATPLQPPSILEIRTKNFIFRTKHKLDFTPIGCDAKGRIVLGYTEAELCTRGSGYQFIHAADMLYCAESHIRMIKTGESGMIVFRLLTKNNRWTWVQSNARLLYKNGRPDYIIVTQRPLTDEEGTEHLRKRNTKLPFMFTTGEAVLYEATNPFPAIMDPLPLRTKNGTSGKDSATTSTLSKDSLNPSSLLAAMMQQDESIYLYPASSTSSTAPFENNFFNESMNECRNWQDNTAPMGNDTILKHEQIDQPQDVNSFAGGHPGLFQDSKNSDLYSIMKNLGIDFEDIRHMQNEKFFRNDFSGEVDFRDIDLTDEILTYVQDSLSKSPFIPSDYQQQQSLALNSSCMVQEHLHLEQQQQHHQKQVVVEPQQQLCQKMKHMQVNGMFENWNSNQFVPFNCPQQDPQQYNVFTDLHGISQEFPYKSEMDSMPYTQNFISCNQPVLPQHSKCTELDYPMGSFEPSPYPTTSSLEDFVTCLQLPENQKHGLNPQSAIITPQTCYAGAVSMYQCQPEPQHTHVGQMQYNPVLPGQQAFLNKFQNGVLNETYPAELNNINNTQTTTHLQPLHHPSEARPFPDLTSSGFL
CIT2-GFP yeast: modulators of TOR pathway CIT2-GFP in S. cerevisiae. S. cerevisiae CIT2-GFP strain, flow cytometry, 3 h; 100 means same as DMSO wells. GFP response vs DMSO, % at 10 µM. 320,000 tested, 0.065% active. AID 2029;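 active means GFP response relative to DMSO above a set limit, near the screen mean plus 3 SD, cut at about 150% in these data; inconclusive means Fewer than 70 cells measured for a yeast strain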;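 further: ratio of well median GFP fluorescence to mean of DMSO wells on the plate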
CR mimetic SO: lowers age-related superoxide in aged yeast cells; S. cerevisiae aged cells, superoxide DHE fluorescence; stronger effect = lower value; superoxide response (% of plate mean), % at 10 µM; 330,000 tested, 0.18% active; AID 2690;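 active means superoxide response under a set limit, about three screen SD below normal, cut at about 65% in these data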;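 further: yeast aged for seven days with compound at 30 °C before DHE staining; 100% = average MFI of all compound-treated wells on the plate with controls excluded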
AGP1 TOR yeast: alters AGP1-GFP fluorescence in TOR pathway yeast screen; S. cerevisiae AGP1-GFP multiplex flow cytometry, 3 h; GFP as percent of DMSO wells; GFP response vs DMSO, % at 10 µM; 320,000 tested, 0.02% active; AID 2066;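 active means GFP response relative to DMSO above a set limit, near screen average plus 3 SD, cut at about 150% in these data; inconclusive means fewer than 70 cells counted for the yeast strain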;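 further: median GFP channel fluorescence of the gated AGP1 strain per well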
Starred values were filed as active, the others as inactive; [ ] = remark or other dose.

For CC1(C)S[C@@H]2[C@H](NC(=O)COc3ccccc3)C(=O)N2C1C(=O)OCc1ccccc1 (some centres not stated) the results were LAP4 TOR yeast 121, Efflux pump inh 0.1, MEP2 TOR yeast 93, RPL19A-GFP yeast 100, AHR act 4, CIT2-GFP yeast 97, CR mimetic SO 92 and AGP1 TOR yeast 87.
`Cc1ccc(S(=O)(=O)Nc2cccc(CP(=O)(c3ccccc3)c3ccccc3)c2)cc1` gave LAP4 TOR yeast 106, Efflux pump inh 0.2, MEP2 TOR yeast 99, RPL19A-GFP yeast 98, AHR act -2, CIT2-GFP yeast 92, CR mimetic SO 100 and AGP1 TOR yeast 105.
Screening COc1ccc(N2CCN(C(=O)CCS(=O)(=O)c3ccc4c(c3)CCN4C(=O)C3CC3)CC2)cc1 returned LAP4 TOR yeast 96, Efflux pump inh -0.1, MEP2 TOR yeast 103, RPL19A-GFP yeast 94, AHR act 2, CIT2-GFP yeast 104, CR mimetic SO 97 and AGP1 TOR yeast 95.
Screening NS(=O)(=O)c1ccc(NC(=O)NC2CCCCC2)cc1 returned LAP4 TOR yeast 102, Efflux pump inh 0.1, MEP2 TOR yeast 104, RPL19A-GFP yeast 105, AHR act 1, CIT2-GFP yeast 108, CR mimetic SO 96 and AGP1 TOR yeast 106.
For Cc1cccc(C(=O)NC2CC3CCCC(C2)N3C(=O)NC2CCCCC2)c1 (configuration not stated) the results were LAP4 TOR yeast 105, Efflux pump inh 0.0, MEP2 TOR yeast 104, RPL19A-GFP yeast 98, AHR act 0, CIT2-GFP yeast 101, CR mimetic SO 86 and AGP1 TOR yeast 104.
For Cc1nc(C)c(-c2nnc(-c3ccccc3Cl)o2)cc1C(=O)NN the results were LAP4 TOR yeast 105, Efflux pump inh 0.0, MEP2 TOR yeast 98, RPL19A-GFP yeast 98, AHR act 20, CIT2-GFP yeast 98, CR mimetic SO 100 and AGP1 TOR yeast 102.
`C=CCNc1nc(N2CCCCC2)c(C#N)c2c1CN(Cc1ccccc1)CC2` gave LAP4 TOR yeast 99, Efflux pump inh 0.2, MEP2 TOR yeast 96, RPL19A-GFP yeast 103, AHR act 3, CIT2-GFP yeast 97, CR mimetic SO 111 and AGP1 TOR yeast 105.
O=C(CCNC(=O)c1ccccc1Cl)Nc1nccs1 was read as LAP4 TOR yeast 98, Efflux pump inh 0.1, MEP2 TOR yeast 97, RPL19A-GFP yeast 91, AHR act 0, CIT2-GFP yeast 99, CR mimetic SO 102 and AGP1 TOR yeast 97.
For O=C(C1=NN[C@@H]2C(=O)N(c3cccc(C(F)(F)F)c3)C(=O)[C@H]12)c1ccc2ccccc2n1 the results were LAP4 TOR yeast 96, Efflux pump inh -0.3, MEP2 TOR yeast 100, RPL19A-GFP yeast 100, AHR act 29, CIT2-GFP yeast 97, CR mimetic SO 111 and AGP1 TOR yeast 93.
`Cc1c(Cl)cccc1NC(=O)Nc1cc(C(C)(C)C)nn1C` gave LAP4 TOR yeast 87, Efflux pump inh 0.0, MEP2 TOR yeast 86, RPL19A-GFP yeast 93, AHR act 6, CIT2-GFP yeast 98, CR mimetic SO 111 and AGP1 TOR yeast 98.

Four structures already listed, arranged by formula weight, highest first.
For O=C(C1=NN[C@@H]2C(=O)N(c3cccc(C(F)(F)F)c3)C(=O)[C@H]12)c1ccc2ccccc2n1 the results were LAP4 TOR yeast 96, Efflux pump inh -0.3, MEP2 TOR yeast 100, RPL19A-GFP yeast 100, AHR act 29, CIT2-GFP yeast 97, CR mimetic SO 111 and AGP1 TOR yeast 93.
`Cc1c(Cl)cccc1NC(=O)Nc1cc(C(C)(C)C)nn1C` gave LAP4 TOR yeast 87, Efflux pump inh 0.0, MEP2 TOR yeast 86, RPL19A-GFP yeast 93, AHR act 6, CIT2-GFP yeast 98, CR mimetic SO 111 and AGP1 TOR yeast 98.
O=C(CCNC(=O)c1ccccc1Cl)Nc1nccs1 was read as LAP4 TOR yeast 98, Efflux pump inh 0.1, MEP2 TOR yeast 97, RPL19A-GFP yeast 91, AHR act 0, CIT2-GFP yeast 99, CR mimetic SO 102 and AGP1 TOR yeast 97.
Screening NS(=O)(=O)c1ccc(NC(=O)NC2CCCCC2)cc1 returned LAP4 TOR yeast 102, Efflux pump inh 0.1, MEP2 TOR yeast 104, RPL19A-GFP yeast 105, AHR act 1, CIT2-GFP yeast 108, CR mimetic SO 96 and AGP1 TOR yeast 106.

(further entries)
COc1ccc(N2CCN(C(=O)COC(=O)CNC(=O)c3ccc(C)cc3)CC2)cc1 was read as LAP4 TOR yeast 103, Efflux pump inh 0.0, MEP2 TOR yeast 92, RPL19A-GFP yeast 96, AHR act -1, CIT2-GFP yeast 94, CR mimetic SO 102 and AGP1 TOR yeast 103.
Screening Cc1c(NC2(C#N)CCCCC2)c(=O)n(-c2ccccc2)n1C returned LAP4 TOR yeast 104, Efflux pump inh 0.1, MEP2 TOR yeast 103, RPL19A-GFP yeast 100, AHR act 0, CIT2-GFP yeast 108, CR mimetic SO 94 and AGP1 TOR yeast 107.
Screening CC1S/C(=C(\C#N)C(=O)NCc2ccco2)N(Cc2ccco2)C1=O (configuration not stated) returned LAP4 TOR yeast 116, Efflux pump inh 0.3, MEP2 TOR yeast 112, RPL19A-GFP yeast 106, AHR act 9, CIT2-GFP yeast 105, CR mimetic SO 101 and AGP1 TOR yeast 107.
Screening Cc1cn2c(nc1=O)OC1CC2OC1CO (configuration not stated) returned LAP4 TOR yeast 100, Efflux pump inh 0.2, MEP2 TOR yeast 103, RPL19A-GFP yeast 93, AHR act 1, CIT2-GFP yeast 98, CR mimetic SO 92 and AGP1 TOR yeast 86.
For Cn1c(=O)c(C#N)c(-c2ccc(F)cc2)c2cc(C(=O)c3cc(Cl)cc(Cl)c3O)cnc21 the results were LAP4 TOR yeast 98, Efflux pump inh 0.3*, MEP2 TOR yeast 103, RPL19A-GFP yeast 99, AHR act 4, CIT2-GFP yeast 97, CR mimetic SO 104 and AGP1 TOR yeast 100.
Screening Cc1cc(C)n(-c2nnc(C)n2/N=C/c2ccc(O)cc2)n1 returned LAP4 TOR yeast 101, Efflux pump inh -0.2, MEP2 TOR yeast 106, RPL19A-GFP yeast 104, AHR act -1, CIT2-GFP yeast 120, CR mimetic SO 94 and AGP1 TOR yeast 112.
COc1cccc2cc(C(=O)NCc3ccccn3)c(=O)oc12 was read as LAP4 TOR yeast 87, Efflux pump inh 0.0, MEP2 TOR yeast 98, RPL19A-GFP yeast 89, AHR act -5, CIT2-GFP yeast 89, CR mimetic SO 104 and AGP1 TOR yeast 88.
`O=C(NCCCN1CCCCC1)C1CCN(S(=O)(=O)N2CCC3(CC2)OCCO3)CC1` gave LAP4 TOR yeast 90[may fluoresce violet], Efflux pump inh 0.1, MEP2 TOR yeast 154[may fluoresce violet], RPL19A-GFP yeast 36*[may fluoresce violet], AHR act 0, CIT2-GFP yeast inconclusive, CR mimetic SO 91 and AGP1 TOR yeast inconclusive.
For O=C(NN1C(=O)/C(=C/c2ccc(O)cc2)SC1=S)c1ccccc1O the results were LAP4 TOR yeast 96, Efflux pump inh 0.2, MEP2 TOR yeast 100, RPL19A-GFP yeast 104, AHR act -1, CIT2-GFP yeast 104, CR mimetic SO 91 and AGP1 TOR yeast 100.
`Cc1c(C(=O)N2CCCC2)sc(NC(=O)c2ccc(Cl)cc2)c1C#N` gave LAP4 TOR yeast 113, Efflux pump inh -0.1, MEP2 TOR yeast 100, RPL19A-GFP yeast 94, AHR act 6, CIT2-GFP yeast 96, CR mimetic SO 106 and AGP1 TOR yeast 97.
For COC(=O)C1CCC(C)(C(=O)Nc2ccccc2)C1(C)C (configuration not stated) the results were LAP4 TOR yeast 108, Efflux pump inh -0.1, MEP2 TOR yeast 106, RPL19A-GFP yeast 102, AHR act 2, CIT2-GFP yeast 100, CR mimetic SO 91 and AGP1 TOR yeast 109.
`COc1ccc(-c2noc(-c3ccc(Cl)cc3[N+](=O)[O-])n2)cc1OC` gave LAP4 TOR yeast 98, Efflux pump inh 1.8, MEP2 TOR yeast 101, RPL19A-GFP yeast 101, AHR act 17, CIT2-GFP yeast 98, CR mimetic SO 110 and AGP1 TOR yeast 94.
Screening COC(=O)C1=C(C)N(CCCC(=O)O)C(=O)NC1c1ccc(Cl)cc1 (configuration not stated) returned LAP4 TOR yeast 99, Efflux pump inh -0.1, MEP2 TOR yeast 104, RPL19A-GFP yeast 101, AHR act -3, CIT2-GFP yeast 101, CR mimetic SO 93 and AGP1 TOR yeast 100.
CN(C)CCNC(=O)Nc1ccc(F)cc1F was read as LAP4 TOR yeast 103, Efflux pump inh -0.1, MEP2 TOR yeast 94, RPL19A-GFP yeast 100, AHR act -1, CIT2-GFP yeast 93, CR mimetic SO 100 and AGP1 TOR yeast 96.
For CC1CCN(C(=O)c2[nH]cnc2C(=O)Nc2ccon2)CC1 the results were LAP4 TOR yeast 93, Efflux pump inh 0.2, MEP2 TOR yeast 98, RPL19A-GFP yeast 95, AHR act -3, CIT2-GFP yeast 95, CR mimetic SO 67 and AGP1 TOR yeast 97.
COc1cc(/C=C2\CCCc3c2nc2ccccc2c3C(=O)O)cc(Cl)c1O was read as LAP4 TOR yeast 70, Efflux pump inh 0.3, MEP2 TOR yeast 104, RPL19A-GFP yeast 99, AHR act 2, CIT2-GFP yeast 94, CR mimetic SO 88 and AGP1 TOR yeast 95.
For CCCC(c1nnnn1Cc1ccco1)N1CCN(c2ccccc2)CC1 (configuration not stated) the results were LAP4 TOR yeast 101, Efflux pump inh 0.1, MEP2 TOR yeast 97, RPL19A-GFP yeast 87, AHR act -1, CIT2-GFP yeast 93, CR mimetic SO 101 and AGP1 TOR yeast 105.
For O=C(CSc1cccc[n+]1[O-])N1CCCCCC1 the results were LAP4 TOR yeast 90, Efflux pump inh 0.1, MEP2 TOR yeast 99, RPL19A-GFP yeast 103, AHR act -1, CIT2-GFP yeast 97, CR mimetic SO 97 and AGP1 TOR yeast 91.

Screening data: PubChem, several laboratories
